Screening results from PubChem.
miR122 inh: miR-122 inhibition in Huh7 cells | Huh7 miR-122 Renilla luciferase sensor, 48 h; neutral wells = 0, positive control = 100 | 0.3% of 340,000 active | activation (reporter increase), % at 12.5 µM;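 active means mean replicate activation score at least 90 and every replicate individually at or above 90; inconclusive means only one of the two criteria met; inactive means neither criterion met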;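 further: higher luciferase means less miR-122 activity so hits act as miR-122 inhibitors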
CASP6 VEID inh: caspase-6 (human) enzyme inhibition; AID 686996; purified caspase-6, Z-VEID-R110 cleavage fluorescence; 0.53% of 350,000 active; inhibition, % at 12.5 µM; P55212;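 active means mean inhibition across replicates at least about 35%, with every replicate also reaching that limit, limit read from the data; inconclusive means only one of the two criteria met; inactive means neither criterion met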;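 further: 0% = median of neutral control wells and 100% = no fluorescence left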
Target sequence (P55212 24-179 limits assumed): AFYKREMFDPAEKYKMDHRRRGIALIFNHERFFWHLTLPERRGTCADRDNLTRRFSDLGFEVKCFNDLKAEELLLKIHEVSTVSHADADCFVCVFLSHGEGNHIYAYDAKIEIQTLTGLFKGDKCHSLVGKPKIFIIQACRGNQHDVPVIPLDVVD
Target sequence (P55212 194-293 limits assumed): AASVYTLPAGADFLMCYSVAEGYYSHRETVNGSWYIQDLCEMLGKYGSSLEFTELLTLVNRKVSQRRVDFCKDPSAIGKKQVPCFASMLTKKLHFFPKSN
SIRT5 block: sirtuin-5 (human) deacylase inhibition; inhibition, % at 15 µM; Q9NXA8; Purified SirT5, succinyl-peptide AMC, trypsin-coupled fluorescence; 1.1% of 330,000 active; AID 652115; in the data active means inhibition above about 15%; inconclusive means no clear call, values can overlap the other calls
Target sequence (Q9NXA8 whole entry, looked up): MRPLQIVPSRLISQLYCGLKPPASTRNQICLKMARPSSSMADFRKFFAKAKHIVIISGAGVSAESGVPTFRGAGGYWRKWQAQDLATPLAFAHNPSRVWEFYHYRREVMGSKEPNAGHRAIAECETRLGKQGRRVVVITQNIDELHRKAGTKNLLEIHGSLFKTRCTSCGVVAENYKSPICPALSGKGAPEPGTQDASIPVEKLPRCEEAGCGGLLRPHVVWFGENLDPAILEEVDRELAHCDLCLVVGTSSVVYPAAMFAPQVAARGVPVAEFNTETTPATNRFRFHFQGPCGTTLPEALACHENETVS
CFTR F508del cor: correctors of CFTR F508del function in bronchial epithelial cells; activity (quench increase), % at 7.58 µM; CFBE cells, YFP halide quenching; stimulated with forskolin plus potentiator P3; % fluorescence drop versus neutral controls; 0.36% of 350,000 active;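 active means mean added fluorescence quench of at least 8% versus neutral control, with both replicates also reaching 8%; inconclusive means only one of the mean or replicate conditions met; inactive means mean below 8% and not both replicates reaching 8%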;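 further: cells transiently co-express mutant CFTR-F508del with the halide-sensitive YFP; corrector assay measuring rescue of mutant channel to the surface after 24 h compound exposure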
DENV2 CPE: DENV2-induced cell death inhibition. DENV2-infected cells, cytopathic effect rescue, plate reader. 1.7% of 350,000 active. CPE inhibition, % at 9.99 µM; in the data active means CPE inhibition above about 20%, passing the limit was not always enough; inconclusive means no clear call, values can overlap the other calls; tested in BHK-21 cells;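 further: 0% = median of neutral control wells and 100% = median of positive control wells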
ERAP1 HTS inh: inhibitors of human ERAP1 aminopeptidase; 0.15% of 340,000 active; recombinant ERAP1, Leu-AMC fluorescence, 60 min; inhibition, % at 10.7 µM; Q9NZ08;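 active means mean replicate inhibition of at least 30%, or all replicates individually reaching that 30% level; inactive means mean below 30% and not every replicate reaching it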;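 further: 0% = neutral control wells and 100% = L-leucinethiol positive control wells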
ERp5 block: ERp5 (human) disulfide isomerase inhibition; inhibition, % at 9.99 µM; ERp5 insulin aggregation, absorbance 650 nm, 90 min; Q15084; AID 651711; 0.05% of 350,000 active;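 active means mean replicate inhibition above about 25%, with every replicate also reaching it, limit read from the data, passing the limit was not always enough; inconclusive means only one of those two criteria met; inactive means neither criterion met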
Target sequence (Q15084 whole entry, looked up): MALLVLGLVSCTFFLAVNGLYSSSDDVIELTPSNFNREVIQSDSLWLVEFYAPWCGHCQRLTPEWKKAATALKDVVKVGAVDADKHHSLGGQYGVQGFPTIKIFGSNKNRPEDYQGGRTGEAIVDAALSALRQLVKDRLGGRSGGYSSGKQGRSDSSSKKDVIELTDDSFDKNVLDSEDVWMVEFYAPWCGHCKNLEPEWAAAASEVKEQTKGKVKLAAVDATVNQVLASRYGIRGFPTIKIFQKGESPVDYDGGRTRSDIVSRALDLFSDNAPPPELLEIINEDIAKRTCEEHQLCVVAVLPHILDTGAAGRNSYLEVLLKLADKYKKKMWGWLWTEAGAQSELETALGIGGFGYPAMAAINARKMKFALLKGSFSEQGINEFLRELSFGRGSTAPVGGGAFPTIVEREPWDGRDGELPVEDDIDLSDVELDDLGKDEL
Numbers without * were called inactive; ? = inconclusive; . = not tested or not shown; [ ] = remark or other dose.

Every second line gives: miR122 inh, CASP6 VEID inh, SIRT5 block, CFTR F508del cor, DENV2 CPE, ERAP1 HTS inh, ERp5 block
> O=C(O)c1ccccc1C(=O)c1ccc2c(c1)N(Cc1ccc(Cl)c(Cl)c1)C(=O)CO2
→ 4, 4, -1, 0.3, -4, 1, 5
> O=C(Nc1nc2ccccc2[nH]1)c1cccs1
→ -4, -1, -22, 1.5, 2, 3, -7
> COc1ccc(C(=O)OCC(=O)NCCCc2ccccc2)c(OC)c1
→ ., 9, 2, 1.4, -5, -1, 2
> COc1ccc(S(=O)(=O)N(C)C[C@@H]2OCc3ccccc3-c3c(n(C)c4ccccc34)C(=O)N([C@H](C)CO)C[C@@H]2C)cc1
→ ., -2, 5, -2.6, -13, 2, 1
> CCN(CC)CCN1C(=O)/C(=C\c2ccc(Cl)c([N+](=O)[O-])c2)SC1=Nc1ccc(OC)cc1
→ ., 19, ., 0.3, -1, 15, 0
> C[C@@H]1CN([C@@H](C)CO)C(=O)c2cc(-c3ccccc3F)cnc2O[C@@H]1CN(C)C(=O)c1cnccn1
→ 8[16.7 µM], 1, 3, -3.4, 6, 1, -4
> O=C(C[C@H]1CC[C@H]2[C@@H](COC[C@@H](O)CN2CCC(F)(F)F)O1)NCc1ccc(Oc2ccccc2)cc1
→ -7[16.7 µM], ., ., 3.0, -3, ., .
> C[C@@H]1CN([C@H](C)CO)C(=O)c2cc(C#CCN(C)C)cnc2O[C@H]1CN(C)Cc1cccc(F)c1
→ -2[16.7 µM], -4, -7, 2.1, 1, 1, 57*
> O=C(c1cccc(S(=O)(=O)N2CCc3ccccc32)c1)N1CCc2ccccc2C1
→ 14, 3, 2, -0.2, -3, 0, 1
> N#C/C(=C/c1ccc(CNS(=O)(=O)c2ccccc2)o1)C(=O)NCc1ccccc1
→ ., 2, -1, ., 2, 12, 6
> O=C(Nc1ccc2oc(-c3cccnc3)nc2c1)c1ccc([N+](=O)[O-])o1
→ ., 1, -2, -2.3, 1, 1, 2
> Cc1ccc(-n2nc3c(=O)n(C(C)C(=O)NCc4ccco4)nc(C)c3c2C)cc1 (stereo not given)
→ ., 4, 0, 1.6, -5, 2, 2
> COc1ccc(CCNC(=O)c2ccc3nc4cc(Cl)ccc4c(=O)n3c2)cc1OC
→ -8, 0, 0, 0.5, 2, 1, 3
> C[C@@H]1CN([C@H](C)CO)C(=O)c2cc(NC(=O)Nc3ccc(C(F)(F)F)cc3)ccc2O[C@H]1CN(C)Cc1ccc(-c2ccccc2)cc1
→ 1[16.7 µM], 2, -1, 3.6, -10, 0, 6
> CC12CN(C(=O)c3ccc([N+](=O)[O-])cc3)CC(C)(CN(C(=O)c3ccc([N+](=O)[O-])cc3)C1)C2=O
→ ., -3, 11, 6.4, 4, -1, 2
> COc1cccc(-c2csc(N3CCN(C(=O)Nc4ccccc4OC)CC3)n2)c1
→ -4, 0, 1, 0.3, 3, -4, 2
> Cc1ccc(S(=O)(=O)N(C)C)cc1NC(=O)COC(=O)CC1CCCC1
→ ., 2, -4, -4.7, ?, 1, -2
> C[C@@H]1CN([C@H](C)CO)C(=O)c2cc(-c3ccc(F)cc3)cnc2O[C@@H]1CN(C)C(=O)CN(C)C
→ 4[16.7 µM], -3, -14, -1.4, 5, 6, -3
> COc1ccc(C(=O)/C=C/Nc2ccc(S(=O)(=O)Nc3cc(OC)nc(OC)n3)cc2)c(OC)c1
→ 4, 1, 0, 0.8, -4, -2, 0
> C=CCNC(=O)CCc1nnc(C2(c3ccc(Cl)cc3)CCC2)o1
→ ., 0, -1, -7.5, -8, 1, -6

Every second line gives: miR122 inh, CASP6 VEID inh, SIRT5 block, CFTR F508del cor, DENV2 CPE, ERAP1 HTS inh, ERp5 block
> O=C(C[C@H]1CC[C@H](NC(=O)C2CCC2)[C@@H](CO)O1)NCC1CC1
→ 0[16.7 µM], 2, -2, -4.0, 11, -1, 4
> O=C(CSc1ccc(F)cc1)NCC1(N2CCOCC2)CCCCC1
→ -5, -147, 8, 5.4, -4, -6, -25
> CSc1nc(-c2ccccc2)nc(NC(=O)c2ccccc2)c1C(C)=O
→ ., -3, 1, 1.5, 0, 0, -4
> O=C(NCC[C@@H]1CC[C@H](NC(=O)Nc2cc(F)ccc2F)[C@H](CO)O1)Nc1ccc(F)cc1
→ ., -1, -8, -1.8, 1, 1, -2
> CCN(CC)CCn1c(=S)[nH]c2ccc(Br)cc2c1=O
→ ., 0, 1, -0.4, 0, -1, 7
> CCCc1c(C(=O)Nc2ccc(OC)cc2)cnn1-c1ccccc1
→ 1, 2, -1, ., ?, 5, 2
> COc1cccc(-c2cnc3c(c2)C(=O)N([C@H](C)CO)C[C@H](C)[C@@H](CN(C)Cc2cccnc2)O3)c1
→ 4[16.7 µM], 0, -8, 0.8, 2, 2, 0
> NC(=O)c1ccc(NC(=O)COC(=O)c2ccccc2SCC(=O)N2CCCC2)cc1
→ ., 2, ., -2.0, 14, -4, 6
> Nc1ncnc2c1ncn2[C@@H]1O[C@H](C(=O)N[C@@H](CCc2ccccc2)C(=O)N2CCN(CC(=O)N3CCCC3)CC2)[C@@H](O)[C@H]1O
→ ., -2, 0, -7.7, 4, 2, 3
> O=C(c1c(F)cccc1F)N1CCCC(c2nc(-c3ccc(Cl)cc3)no2)C1 (stereo not given)
→ -2, -1, -3, -3.3, -3, -3, -4
> CC1(C(=O)Nc2ccc3c(c2)OCCO3)CCN1C(=O)Cc1cc(F)ccc1F (stereo not given)
→ -2, -1, -4, -1.6, 13, -2, 0
> CCn1cc(C(=O)N2CCN(c3ccc([N+](=O)[O-])cc3)CC2)c(=O)c2ccc(C)nc21
→ -8, 2, ., 3.1, 4, ., -4
> CC(C)c1ccc(NC(=O)c2ccc(NC3=NC4CS(=O)(=O)CC4S3)cc2)cc1 (stereo not given)
→ 23, -1, 14, -1.9, 3, 9, -8
> COc1ccc(S(=O)(=O)Cc2ccc(C(=O)N3CCN(c4ccccc4)CC3)o2)cc1
→ 4, 0, ., 3.5, 1, ., 4
> CCOC(=O)C1=C(C)NC2=C(C(=O)CC(C)(C)C2)C1c1ccc(O)c(OCC)c1 (stereo not given)
→ -13, 3, ., 1.7, 6, 1, -1
> CCOc1ccc(CN2CCNC(=O)C2CC(=O)NCCN2CCOC2=O)cc1 (stereo not given)
→ -5, -6, 0, -2.9, -4, -5, -8
> CC(=O)c1sc(NC(=O)C2CCN(C(=O)c3ccccc3C)CC2)nc1-c1ccccc1
→ -7, 4, 1, -1.8, -7, -4, 10
> COc1ccc(C(=O)OCC(=O)NC(Cc2ccccc2)C(C)=O)cc1S(=O)(=O)N1CCCC1 (stereo not given)
→ 1, 1, -4, 1.0, 0, 1, -1
> CC1CCN(C(=O)CCc2nnc3ccc(NCCCN4CCCC4=O)nn23)CC1
→ 1, -4, -3, 1.7, -3, -3, 1
> COc1ccc(N2CCN(C(=O)c3cccc(NC(=O)c4ccco4)c3)CC2)cc1
→ ., 4, -2, 0.7, -5, 0, 8

Every second line gives: miR122 inh, CASP6 VEID inh, SIRT5 block, CFTR F508del cor, DENV2 CPE, ERAP1 HTS inh, ERp5 block
> CCCC#Cc1ccc2c(c1)O[C@@H](CN(C)C(=O)c1ccncc1)[C@H](C)CN([C@@H](C)CO)S2(=O)=O
→ -7[16.7 µM], 2, 0, 1.0, 1, -1, 8
> CO[C@H]1CN(C)C(=O)c2ccc(NC(=O)C3CCCC3)cc2OC[C@H](C)NC[C@@H]1C
→ ., 0, -1, -2.6, 12, -2, 2
> O=C(CCc1ccccc1)Nc1ccc(S(=O)(=O)N2CCCC2)cc1
→ ., 2, -4, 3.1, ., 0, -7
> O=C(NC12CC3CC(CC(C3)C1)C2)c1ccc([N+](=O)[O-])o1
→ ., 4, -2, -8.4, -6, 1, -5
> Cc1nn(CCc2nn[nH]n2)c2nc(-c3ccc(Br)cc3)cc(C(F)(F)F)c12
→ ., 12, -8, ., -3, 9, -6
> CC(=O)Nc1nc2ccccc2n1Cc1ccc(Cl)cc1
→ -5, 1, -2, -8.6, 12, -5, 5
> O=C(c1ccc2c(c1)OCO2)N1C[C@H]2[C@@H](c3ccccc31)[C@@H](CO)N2C(=O)CC1CC1
→ 36[16.7 µM], -1, 0, 2.5, ., 2, 1
> O=C(Nc1ccccc1)N1C[C@@H]2[C@H](c3ccccc31)[C@@H](CO)N2C(=O)c1cccnc1
→ 20[16.7 µM], -3, 1, -0.5, 8, 2, 4
> COc1ccc(CC(=O)Nc2cccnc2)cc1
→ -3, -3, 1, -2.2, 9, -2, -1
> Cc1ccc(S(=O)(=O)N2CCCCC2)cc1NC(=O)c1ccc(=O)[nH]c1
→ -3, 7, ., 0.7, -1, -3, 3
> O=C(C[C@@H]1CC[C@@H](NC(=O)c2cccnc2)[C@@H](CO)O1)NCc1ccc(Cl)c(Cl)c1
→ 14[16.7 µM], -1, 8, 0.1, 18, -2, -1
> NC(=O)CC(NC(=O)c1ccc(Br)cc1)c1ccc(NC2CCCCCCC2)c([N+](=O)[O-])c1 (stereo not given)
→ -1, -3, ., -0.2, ., -1, 2
> COC(=O)[C@@H](Cc1ccccc1)NS(=O)(=O)N[C@H](Cc1ccccc1)C(=O)OC
→ -3, -1, -5, -0.3, ?, 1, 1
> CCCCNC(=O)N(C)c1nc2ccccc2s1
→ -1, 2, 0, 1.7, -2, -3, 0
> Cc1ccc(-c2nn(-c3ccccc3)cc2/C=N/n2c(-c3ccncc3)n[nH]c2=S)cc1
→ -3, -6, -4, 0.8, ?, 0, 5
> O=C(Cc1c[nH]c2ccccc12)N1CCN(S(=O)(=O)c2ccc(Cl)cc2)CC1
→ 7, 4, -4, 1.7, -6, 0, -3
> Cc1cccc(NC(=S)NC2CCCC2)c1C
→ 8, -6, -3, -1.7, -3, -2, -1
> C=CCOC(=O)C1=C(C)NC(C)=C(C(=O)OCC=C)C1c1ccc(C)o1
→ 2, 2, 3, 0.2, 3, 3, -3
> Cn1c(CNC(=O)c2ccccc2F)nnc1SCC(=O)NCc1ccccc1
→ ., 1, -4, -0.6, -2, 0, 2
> NC(=S)n1[nH]c(-c2ccc([N+](=O)[O-])cc2)c(N=Nc2cccc([N+](=O)[O-])c2)c1=O
→ -6, -2, 0, 2.7, ., -1, 10

Part of the list above, in CSV form.
Compound,miR122 inh,CASP6 VEID inh,SIRT5 block,CFTR F508del cor,DENV2 CPE,ERAP1 HTS inh,ERp5 block
O=C(Nc1ccc2oc(-c3cccnc3)nc2c1)c1ccc([N+](=O)[O-])o1,.,1,-2,-2.3,1,1,2
Cc1ccc(-n2nc3c(=O)n(C(C)C(=O)NCc4ccco4)nc(C)c3c2C)cc1 (stereo not given),.,4,0,1.6,-5,2,2

(next part)
Every second line gives: miR122 inh, CASP6 VEID inh, SIRT5 block, CFTR F508del cor, DENV2 CPE, ERAP1 HTS inh, ERp5 block
> Cc1ccc2c(c1)C(=O)N1[C@H]3c4cc(Cl)ccc4OC[C@@H]3[C@H](c3ccccc3)[C@]1(C)C(=O)N2
→ 0, -1, ., -4.5, -2, 4, 3
> O=C(c1cccc(S(=O)(=O)NCc2ccccc2)c1)N1CCCC(C(F)(F)F)C1 (stereo not given)
→ 10, 2, -5, -1.8, -5, 0, 1
> Cc1nnc(SCc2ccc(CSc3nnc(C)c(=O)[nH]3)cc2)[nH]c1=O
→ ., 0, -3, -0.1, -3, 10, 0
> Cc1nn(C)c(C)c1-c1c(C#N)c(N)nc2c1CCCCCC2
→ -2, -1, -7, ., ., 1, 0
> O=C(Nc1nnc(CCN2CCCCC2)s1)c1ccccc1Cl
→ ., -6, -3, -0.4, -9, 3, 3
> O=C(N/N=C/c1cc2c(cc1[N+](=O)[O-])OCO2)c1ccccn1
→ 1, 5, -5, -1.5, -2, 0, 0
> O=C(COc1ccc(Br)cc1)N1CCN(c2ccc([N+](=O)[O-])c(N3CCCCC3)c2)CC1
→ -6, 3, 2, -0.5, -5, 0, -5

No enrichment for hits. About 4% of those tested had a hit in this group.
